Screens deposited in PubChem BioAssay by National Center for Advancing Translational Sciences (NCATS).
IL-1B inflam inh: blocks inflammasome-driven IL-1 beta release; AID 743279; THP-1 LPS/ATP IL-1B secretion, AlphaLISA, 16 h; hits give low values; activity change, % at 57.5 µM; 4.7% of 360,000 active; in the data active = activity change below about -50%; inconclusive = mostly about -30% to -49%; note: % is set by controls: 0 for no effect and ±100 for the full control effect
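Secreted IL-1B measured by AlphaLISA bead assay after 16 h compound exposure of THP-1 cells; compounds (final up to 57.5 uM) added 1 h before LPS (250 ng/mL) and ATP (1.25 mM) stimulation; lower signal means less secretion.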
HT1080 IDH1KD tx: kills HT-1080 cells with IDH1 knockdown | HT-1080 IDH1 knockdown viability, ATP luminescence, 48 h | AID 686971 | Potency, µM (doses to about 46.1 µM), for the others: at the highest dose activity, negative = toxicity, actives largely listed as cytotoxic | 2% of 360,000 active;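 note: potency is the fitted concentration of half-maximal effect; 0% = DMSO wells and -100% = cell-free medium wells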
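IDH1KD HT-1080 cells, 750/well, RPMI + 5% FBS; compound pinned after 2 h settling; 48 h, 37 °C; CellTiter-Glo luminescence; % activity normalised to DMSO and no-cell wells; curves fitted, classed by r2 and efficacy.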
SW480 rerep: inducers of DNA re-replication in SW480 colon cancer cells | SW480 DNA re-replication, Hoechst DNA content imaging, 48 h | 1.8% of 340,000 active | AID 624297 | Potency, µM (titrated, usually from 46.1 µM), without a hit: at the highest dose re-replication activation, usual class: activators; note: potency is the fitted concentration of half-maximal effect; % of control where 0% means no effect; nearly all actives have a fitted effect of over 55% in size
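Image-based read-out: total Hoechst fluorescence of nuclei (405 nm excitation, 500-530 nm emission), with hits raising the fraction of high-intensity nuclei. SW480 colon cells incubated 48 hr with compounds at 37 C.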
HT1080NT lethal: kills 2HG-producing HT-1080-NT fibrosarcoma cells; HT-1080-NT fibrosarcoma viability, CellTiter-Glo ATP luminescence, 48 h; Potency, µM (titrated, usually from 46.1 µM), for the others: at the highest dose activity, negative = less viability, usual class: cytotoxic; 1.6% of 360,000 active; AID 686970;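 note: NT is the 2HG producing partner of a matched IDH1 knockdown line; potency is the fitted concentration of half-maximal effect; 0% = DMSO-treated cells and -100% = media-only wells without cells; nearly all actives have a fitted effect of over 55% in size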
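750 cells/well, RPMI + 5% FBS; 2 h settle, compound pin-transfer, 48 h at 37 degrees C. CellTiter-Glo 10 min RT, luminescence. Normalized to DMSO and media-only wells.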
MCF10A rereplic: DNA re-replication induction in MCF 10a cells. Potency, µM (top dose mostly 46.1 µM), without a hit: at the top dose activity, positive = re-replication, hits mostly activators. MCF 10A DNA re-replication, Hoechst nuclear intensity, 48 h. 2.9% of 350,000 active; note: potency is the fitted concentration of half-maximal effect; % of control where 0% means no effect; nearly all actives have a fitted effect of over 50% in size
HepG2 tox: counter-screen for TGF-b inhibitors: cytotoxicity in HepG2 cells; Potency, µM (top dose mostly 46.1 µM), inactives show at the top dose activity change, negative = cytotoxicity, hits mostly cytotoxic; 0.76% of 410,000 active; AID 588856; HepG2 CAGA-GFP viability, ATP luminescence, 18 h; note: potency is the fitted concentration of half-maximal effect; some results filed as inactive show a strong effect at the top dose
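CellTiter-Glo luminescence gave cytotoxicity after 18 hours at 37 degrees C. The cells were HepG2 CAGA-GFP in 1% FBS DMEM, stimulated with 500 pg/mL TGF-beta after compound addition. %Activity was normalised to no-cell wells (complete cell-killing) and DMSO (no toxicity), and curves were fitted and classified.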
S2 tox: cell viability loss in ATXN counter-screen | S2 cells (HEK-293 line with an ATXN2-luciferase reporter) viability, CellTiter-Fluor protease fluorescence, 24 h | Potency, µM (series often up to 56.7 µM), most hits filed as cytotoxic | 0.49% of 400,000 active | AID 651635; note: potency is the fitted concentration of half-maximal effect; nearly all actives have a fitted effect of over 40% in size
KB-3-1 tox: KB-3-1 parental cell cytotoxicity | KB-3-1 viability, CellTiter-Glo ATP luminescence, 72 h | Potency, µM (doses to about 46.1 µM), for the others: top-dose activity change, negative = cytotoxic, usual class: cytotoxic | 1.4% of 400,000 active; note: potency is the fitted concentration of half-maximal effect; % is set by controls: 0 for no effect and ±100 for the full control effect; nearly all actives have a fitted effect of over 60% in size
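Luminescent ATP read-out (CellTiter-Glo) measures survival of drug-naive KB-3-1 cells after 72 h compound exposure at 37 °C. Titration series was screened from lowest to highest concentration, with DMSO vehicle plates as background controls.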
ATXN2 expr inh: inhibitors of ATXN2 expression; HEK-293 ATXN2-luciferase reporter, luminescence, 24 h; Potency, µM (series often up to 57 µM), without a hit: top-dose activity change, negative = inhibition, hits mostly inhibitors; 0.72% of 360,000 active; note: potency is the fitted concentration of half-maximal effect; % is set by controls: 0 for no effect and ±100 for the full control effect; nearly all actives have a fitted effect of over 55% in size
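qHTS (up to 57 uM final) was run with 24 h compound exposure of reporter cells at 37 °C. Each well was multiplexed: SteadyGlo luminescence measured ATXN2-luciferase expression after a fluorogenic Gly-Phe-AFC viability readout (25 uM final).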
* hit, by the source's call; i = inactive; ? = inconclusive; / = no result given; & = joins results of further samples; [ ] = remark or other dose. Unless noted, calls come from the whole dose curve; as a rule, active = well fitted curve in the direction sought with a large enough effect; inconclusive = small, poorly fitted or top-dose-only effect, or another doubt; inactive = no such curve, though single readings can be large; an effect the other way counts as inactive or inconclusive.

SMILES	IL-1B inflam inh	HT1080 IDH1KD tx	SW480 rerep	HT1080NT lethal	MCF10A rereplic	HepG2 tox	S2 tox	KB-3-1 tox	ATXN2 expr inh
CCN(CC(=O)Nc1ccccc1OC)C(=O)/C=C/c1cccs1	-2.3	7.8%	-7.1%	3.4%	5.9%	4.1%	i	3.4%	-7.5%
Cc1ccc([N+](=O)[O-])cc1NC(=O)C(C)Sc1nnc(C)n1CC1CCCO1 (stereo unspecified)	5.8	12.1%	-11.3%	11.0%	2.4%	4.9%	i	2.8%	2.6%
COc1ccc(CCN2CC(C(=O)NC3CCCCC3)CC2=O)cc1OC (stereo unspecified)	28.7	3.5%	-9.1%	-4.2%	1.2%	-3.5%	i	-10.4%	-0.9%
OC[C@@H]1CN(CCc2ccccc2)C[C@H](n2cnc3c(NCc4ccc(F)cc4)ncnc32)O1	-4.0	0.0%	/	-25.9%	/	1.4%	?	0.0%	-25.1%
Cc1cc(C(=O)COC(=O)c2ccc[nH]c2=O)c(C)n1-c1ccccc1	0.0	-0.8%	-37.7%[inhibitor]	-0.2%	-1.8%	4.1%	i	-1.4%	-32.5%
COc1ccc(N(C(=O)CNC(=O)c2cccs2)C(C(=O)NCC2CCCO2)c2ccccc2)cc1 (stereo unspecified)	3.6	-10.5%	-28.9%	6.9%	9.9%	18.4%	?	11.5%	-0.5%
COc1ccc(-c2cc(C(F)(F)F)n3ncc(C(=O)NCC4CCCO4)c3n2)cc1 (stereo unspecified)	-3.7	-0.6%	18.1%	-1.6%	?	-5.3%	/	8.1%	-10.0%
Cc1ccccc1NC(=S)N/N=C/C(C)c1ccccc1 (stereo unspecified)	55.7	-13.3%	-14.7%	-0.6%	-1.5%	3.7%	i	0.0%	13.2%[11.3 µM]
CCOC(=O)N1CCC(N(C(=O)Nc2ccc(CC)cc2)C(C)CC)CC1 (stereo unspecified)	-8.0	-1.5%	-5.1%	-5.5%	?	4.5%	i	9.9%	2.0%
C=CCNC(=S)NN=C1CCC(c2ccccc2)CC1 (stereo unspecified)	-4.5	2.9%	6.8%	16.0%	11.0%	5.9%	i	0.0%	-6.2%
COc1ccc(N(CC(=O)NC2CCCCCC2)S(=O)(=O)c2c(C)nn(C)c2C)cc1	-10.5	-3.1%	9.2%	3.3%	6.1%	6.1%	i	?	-5.1%
CC(=O)OCC(=O)Nc1ccccc1OC(F)F	18.9	1.9%	-1.9%	16.7%	-1.5%	-26.7%	i	13.2%	-5.7%
C/C(=N\NC(=S)Nc1ccc(C)c(C)c1)c1ccc(N2CCOCC2)cc1	93.8	-1.6%	-8.0%	-5.8%	?	-17.2%	i	-1.3%	0.0%
COc1ccc(C(=O)OCC(=O)NC23CC4CC(CC(C4)C2)C3)c(OC)c1OC	10.6	-4.5%	-7.2%	3.0%	8.6%	5.1%	i	/	2.3%
CC(=O)C1C(=O)C=C(c2ccco2)CC1c1ccccc1 (stereo unspecified)	-2.7	-0.5%	-9.4%	-19.9%	18.5%	-22.4%	i	-5.8%	-3.3%
COC(=O)c1c(NC(=O)C2CC(=O)NN2Cc2ccccc2)sc(C)c1C (stereo unspecified)	?	-1.8%	-1.3%	-11.6%	-1.0%	-20.0%	i	-15.6%	2.7%
COc1cccc(/C=N/n2c(N)c(S(=O)(=O)c3cccs3)c3nc4ccccc4nc32)c1	5.2	21.5%	3.0%	28.3%	16.7%	-26.2%	/	23.1%	/
O=C(C1CCCO1)N1CCN(C(=S)Nc2ccc(Cl)cc2)CC1 (stereo unspecified)	-1.6	-15.0%	-9.4%	1.2%	16.1%	-5.3%	i	-21.1%	0.4%
Cc1ccc(C)c(N2CCN(C(=O)CN3CCSc4ccc(S(=O)(=O)N(C)C)cc43)CC2)c1	/	/	/	/	/	-28.0%	i	-17.6%	-9.0%
CCOc1c2ccc(C(=O)N[C@H](C)C3CCCCC3)cc2nn1CC	7.7	0.0%	0.4%	0.0%	?	-28.5%	i	7.1%	-5.8%
COc1ccccc1NC(=O)CCn1cnc2onc(-c3ccc(F)cc3)c2c1=O	/	/	/	/	/	-13.3%	i	-5.3%	-14.5%
N=c1n(N)c2ccccc2n1CC(=O)c1ccc(Br)cc1	-93.7*	?	2.0%	?	3.6%	-33.0%	?	-21.0%	-15.9%
COc1ccc(OC)c(NC(=O)C2(C)CCN2Cc2ccc(SC)cc2)c1 (stereo unspecified)	-6.0	-9.2%	/	3.4%	/	-3.1%	i	0.0%	1.6%
CCOC(=O)c1c(NC(C)=O)sc2c(OCC(O)CN(CC)CC)c(Br)ccc12 (stereo unspecified)	?	?	?	-2.6%	57.7%	-26.9%	?	-6.7%	?
CCOc1ccc(C(C)=O)cc1NC(=O)/C=C\C(=O)O	5.6	3.1%	-8.2%	24.0%	-4.5%	25.3%	i	25.8%	17.3%
CCOc1ccc(S(=O)(=O)N2CCN(C(=O)CN3C(=O)NC4(CCCC4)C3=O)CC2)cc1	-15.7	0.0%	-0.6%	3.3%	0.4%	5.8%	?	-1.8%	0.1%
C[C@H]1CN=C(N(C)C)N1CCCCc1ccccc1	11.5	-11.3%	?	-6.2%	9.9%	-12.2%	i	-4.7%	-19.3%
COc1ccc(NC(=O)C(Cc2ccccc2)NS(=O)(=O)c2ccc3c(c2)CCC(=O)N3)c(OC)c1 (stereo unspecified)	/	/	/	/	/	-5.1%	i	16.0%	-2.4%
C[C@@H]1CN([C@H](C)CO)C(=O)c2cc(NS(=O)(=O)c3ccc(F)cc3)ccc2O[C@@H]1CN(C)Cc1ccc(Cl)c(Cl)c1	-71.9*	?	6.1%	23.1µM*	52.4%	-100.1%	?	-3.2%	?
CC1CCCCC12NC(=O)N(CC(=O)OCC(=O)N(C)C1CCCCC1)C2=O (stereo unspecified)	4.1	-2.6%	-8.1%	0.5%	1.0%	-6.3%	i	-6.5%	6.4%

Compound profiles, from the list above. Order of values: IL-1B inflam inh | HT1080 IDH1KD tx | SW480 rerep | HT1080NT lethal | MCF10A rereplic | HepG2 tox | S2 tox | KB-3-1 tox | ATXN2 expr inh
`CC(=O)OCC(=O)Nc1ccccc1OC(F)F` in the list: 18.9 | 1.9% | -1.9% | 16.7% | -1.5% | -26.7% | i | 13.2% | -5.7%
`CCOc1ccc(S(=O)(=O)N2CCN(C(=O)CN3C(=O)NC4(CCCC4)C3=O)CC2)cc1` in the list: -15.7 | 0.0% | -0.6% | 3.3% | 0.4% | 5.8% | ? | -1.8% | 0.1%
`CCOC(=O)N1CCC(N(C(=O)Nc2ccc(CC)cc2)C(C)CC)CC1` (stereo unspecified) in the list: -8.0 | -1.5% | -5.1% | -5.5% | ? | 4.5% | i | 9.9% | 2.0%
`Cc1ccc([N+](=O)[O-])cc1NC(=O)C(C)Sc1nnc(C)n1CC1CCCO1` (stereo unspecified) in the list: 5.8 | 12.1% | -11.3% | 11.0% | 2.4% | 4.9% | i | 2.8% | 2.6%

More compounds:
SMILES	IL-1B inflam inh	HT1080 IDH1KD tx	SW480 rerep	HT1080NT lethal	MCF10A rereplic	HepG2 tox	S2 tox	KB-3-1 tox	ATXN2 expr inh
Oc1ccc(C=NNC(=S)Nc2cccnc2)nc1	64.2	?	13µM*	?	?	-36.3%	?	-13.3%	?
O=C(COc1ccc(C(=O)c2ccccc2)cc1)Nc1ncccc1O	0.0	?	?	-8.4%	-9.4%	-4.5%	?	-5.3%	1.2%
C#CCSc1nnc(-c2cc3c(C(F)(F)F)nn(C)c3s2)n1C	-16.8	10.7%	-1.1%	23.4%	4.4%	-32.1%	i	4.1%	6.7%
Cc1cccc(-c2nnc3n2N=C(c2ccc(Br)cc2)CS3)c1	12.7	7.0%	-12.1%	4.7%	20.6%	4.3%	/	18.7%	/
O=C(NCC1CCCO1)c1ccccc1NC(=O)c1cccc2ccccc12 (stereo unspecified)	-15.8	1.2%	9.7%	5.3%	6.8%	-28.1%	i	1.4%	-4.7%
CC(Nc1cc(C)cc(C)c1)=[N+](C)CCNS(=O)(=O)c1ccc(Cl)cc1	-78.7*	-11.5%	-0.7%	-0.7%	0.9%	-15.6%	i	-16.3%	-21.7%
O=C(COc1ccccc1)Nc1ccc(S(=O)(=O)N2CCCC2)cc1	-2.4	8.4%	-2.5%	16.3%	4.0%	2.2%	i	2.9%	-5.8%
N#CC(C(=O)CCN1C(=O)C2CC=CCC2C1=O)c1nc2ccccc2[nH]1 (stereo unspecified)	-3.3	-1.9%	-1.5%	-0.8%	-4.4%	6.9%	i	1.4%	-4.1%
CC1(C)OC(=O)C2(Cc3ccccc3N3CCCCC32)C(=O)O1 (stereo unspecified)	7.5	12.7%	-1.2%	27.8%	4.6%	0.6%&-12.1%	i	0.8%	-1.5%
Cc1cc(C)nc(N2CCN(S(=O)(=O)c3ccc(F)cc3)CC2)n1	-5.7	-9.4%	-3.3%	-27.6%	-0.5%	-21.6%	i	-4.1%	-35.6%
O=C(CCN1CCOCC1)N1CCCC(Nc2ccc(F)cc2)C1 (stereo unspecified)	11.3	0.0%	10.5%	6.6%	14.7%	3.9%	i	14.8%	4.9%
Cc1ccc(CNC(=O)C(=O)NCC2OCCN2C(=O)c2cccs2)cc1 (stereo unspecified)	-11.2	11.2%	2.3%	18.0%	-0.9%	-12.4%	i	13.7%	9.6%
